EBNA-1 inh: blocks EBNA-1 binding to DNA; EBNA-1 DNA binding, fluorescence polarization; inhibition, % at 14.8 µM; actives 0.34% (n = 300,000); in the data active means inhibition above about 28%
CR mimetic SO: yeast age-related superoxide inhibition as caloric restriction mimetic. S. cerevisiae aged cells, superoxide DHE fluorescence; stronger effect = lower value. superoxide response (% of plate mean), % at 10 µM. actives 0.18% (n = 330,000);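 active means superoxide response under a set limit, about three screen SD below normal, cut at about 65% in these data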;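 further: yeast aged for seven days with compound at 30 °C before DHE staining; 100% = average MFI of all compound-treated wells on the plate with controls excluded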
MEX-5 binding: C. elegans MEX-5 TCR-2 RNA binding activity | MEX-5/FITC-TCR2 RNA binding, fluorescence polarization; stronger effect = lower value | Q9XUB2 | AID 1832 | activity score (negative = inhibition of binding), % at 10 µM | actives 0.38% (n = 300,000);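 active means inhibition past about -25% in most replicates, and total fluorescence under double the plate's negative control median, limit read from the data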;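 further: 0% = DMSO and -100% = 5 µM competing unlabeled TCR2 RNA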
Target sequence (Q9XUB2 whole entry, looked up): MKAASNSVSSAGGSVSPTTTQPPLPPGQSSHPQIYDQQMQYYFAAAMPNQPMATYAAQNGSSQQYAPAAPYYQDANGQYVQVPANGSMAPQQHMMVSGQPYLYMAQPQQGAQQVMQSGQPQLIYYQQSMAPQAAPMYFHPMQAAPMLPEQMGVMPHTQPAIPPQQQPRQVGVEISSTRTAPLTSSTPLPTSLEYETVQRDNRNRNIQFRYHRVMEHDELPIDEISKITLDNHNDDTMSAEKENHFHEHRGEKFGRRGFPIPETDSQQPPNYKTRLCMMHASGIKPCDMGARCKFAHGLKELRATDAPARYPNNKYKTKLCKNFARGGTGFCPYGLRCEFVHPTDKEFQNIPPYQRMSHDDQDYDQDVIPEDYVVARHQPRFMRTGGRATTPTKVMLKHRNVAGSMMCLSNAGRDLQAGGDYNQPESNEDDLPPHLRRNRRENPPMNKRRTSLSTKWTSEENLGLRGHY
ZTA counter: counter-screen for EBNA-1 inhibitors: inhibitors of Epstein-Barr virus ZTA | P03206 | ZTA-DNA binding, fluorescence polarization | inhibition, % at 11 µM | actives 0.15% (n = 320,000); in the data active means inhibition above about 33%
MCL1 BIM primary: disrupts human MCL1 binding to BIM-BH3 peptide | Q07820 | GST-MCL1 / FITC-Bim-BH3 fluorescence polarization | inhibition, % at 10.9 µM | actives 0.68% (n = 320,000) | AID 2057;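 active means inhibition above the mean inhibition of all tested compounds plus 3 SD, set per campaign, cut at about 40% in these data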;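 further: 0% = DMSO wells and 100% = unlabeled Bim-BH3 peptide control; higher means more loss of mP so more displacement of Bim peptide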
GLD-1 RNA inh: GLD-1-TGE RNA interaction inhibition (C. elegans) | actives 0.44% (n = 320,000) | purified GLD-1 + fluorescein TGE RNA, fluorescence polarization | inhibition, % at 5.96 µM;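 active means percent inhibition above a per-plate cutoff, the plate mean of test compounds plus 3 SD, cut at about 30% in these data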;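 further: 0% = DMSO wells with GLD-1 and probe and 100% = wells lacking GLD-1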
Target sequence (Q17339 whole entry, looked up): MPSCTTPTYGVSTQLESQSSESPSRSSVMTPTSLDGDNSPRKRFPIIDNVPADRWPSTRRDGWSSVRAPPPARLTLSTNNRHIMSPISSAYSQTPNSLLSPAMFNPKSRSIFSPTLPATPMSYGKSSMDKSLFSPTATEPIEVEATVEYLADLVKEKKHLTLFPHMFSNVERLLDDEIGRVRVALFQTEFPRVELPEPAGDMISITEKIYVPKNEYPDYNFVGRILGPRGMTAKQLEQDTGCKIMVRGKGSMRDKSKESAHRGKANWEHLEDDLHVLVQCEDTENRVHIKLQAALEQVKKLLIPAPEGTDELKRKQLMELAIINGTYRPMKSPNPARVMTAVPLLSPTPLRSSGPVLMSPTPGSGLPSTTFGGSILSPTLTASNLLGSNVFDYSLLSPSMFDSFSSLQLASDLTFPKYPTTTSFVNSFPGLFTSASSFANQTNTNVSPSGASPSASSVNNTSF
Bcl-xL primary: inhibitors of human Bcl-xL. GST-Bcl-xL / FITC-Bim BH3 peptide fluorescence polarization. inhibition, % at 10.9 µM. actives 0.7% (n = 320,000). Q07817;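 active means inhibition above the mean of all tested compounds plus 3 SD, cutoff set per campaign, cut at about 30% in these data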;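 further: 0% = DMSO wells and 100% = unlabeled Bim-BH3 peptide competitor; inhibitors lower millipolarization by displacing the labeled peptide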
Efflux pump mplx: inhibitors of Candida antifungal efflux pumps expressed in yeast; S. cerevisiae Candida pump triplex, Nile Red efflux; inhibition, % at 10 µM; actives 0.44% (n = 330,000);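 active means plate passing quality check with inhibition over a set limit, or well fluorescence over plate mean plus 4 SD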;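 further: Nile Red retained in pooled yeast measured as flow cytometry median fluorescence; 0% = buffer negative control and 100% = Enniatin B positive control; higher means more Nile Red kept so more efflux inhibition; some compounds called inactive have numbers as strong as hits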
Fam108B counter: blocks mouse Fam108B hydrolase in RBBP9 counter-screen; recombinant Fam108B, FP-Rh probe fluorescence polarization; inhibition, % at 9.51 µM; actives 0.33% (n = 300,000); AID 1947;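 active means inhibition above the screen mean inhibition plus 3 SD, computed separately per campaign, cut at about 18% in these data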;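 further: inhibitors lower polarization as less probe binds the enzyme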
Numbers without * were called inactive; · = no result given. Compounds as they come; about 2.3% have a hit in one of these screens.

SMILES	EBNA-1 inh	CR mimetic SO	MEX-5 binding	ZTA counter	MCL1 BIM primary	GLD-1 RNA inh	Bcl-xL primary	Efflux pump mplx	Fam108B counter
Fc1cccc(NC(=S)NCc2ccccn2)c1	-2	150	7.2	-7	15	4	7	0.2	1
O=C(CC1C(=O)NCCN1Cc1ccc(Cl)c(F)c1)NCC1CCOCC1 (configuration not stated)	-7	97	-3.3	-1	14	11	12	0.1	1
Nc1ccc(S(=O)(=O)N2CCCc3ccccc32)cc1	-3	98	1.2	-11	6	-4	3	-0.2	6
COc1cc2c(cc1OC)[C@H](Cc1ccc(O)cc1)NCC2	1	129	1.7	-1	4	7	1	-0.1	0
Cc1c(NC(=O)C2(C)CCCCC2)c(=O)n(-c2ccccc2)n1C	-8	99	0.8	-12	10	7	3	-0.2	-1
CCn1c(SCC(=O)O)nc2sc3c(c2c1=O)CCC3	0	102	-3.9	1	30	-1	11	0.0	11
CS(=O)(=O)N(CC(=O)Nc1ccccc1C(=O)N1CCOCC1)c1cccc(F)c1	3	95	0.9	6	-1	4	2	0.2	-5
Cc1c(N2C(=O)CS/C2=N\N=C\c2ccc(Cl)cc2)c(=O)n(-c2ccccc2)n1C	5	101	·	2	6	-6	4	0.1	2
O=C(NC(c1ccccc1)c1ccccc1)N1CCN(CCO)CC1	-7	92	0.7	-18	-2	14	4	-0.1	2
Cc1ccc(N2CC(=O)Nc3c(sc4nc(C)cc(C)c34)C2=O)cc1	2	112	0.4	-4	6	-5	3	-0.1	0
Cc1n[nH]c(=O)c2c(NC(=O)COC(=O)c3cc(F)cc(F)c3)oc(C)c12	6	105	0.0	6	-19	3	-7	0.0	2
O=C(Nc1ccc(F)c(F)c1)c1ccc(F)c(S(=O)(=O)N2CCC3(CC2)OCCO3)c1	-1	101	-2.5	8	3	3	5	0.0	-7
Cc1nc(-c2nnc(SCC(=O)Nc3cc(C(F)(F)F)cc(C(F)(F)F)c3)n2C)cs1	-11	105	-0.2	-22	8	0	-2	0.1	-2
O=C(COc1ccc2c(C(F)(F)F)cc(=O)oc2c1)NCc1cccs1	4	102	2.5	10	0	7	4	-0.1	0
CCOCCCNC(=S)N1C2CCC1CC(NC(=O)Nc1ccc(C(=O)OCC)cc1)C2 (configuration not stated)	-12	98	2.2	3	7	-10	5	0.3	-8
COC(=O)C1=C(C)OC(N)=C(C#N)C1c1cc(OC)ccc1OC (configuration not stated)	-1	92	1.4	-12	5	3	6	-0.2	1
Cc1ccc(NC(=O)C2=C(c3ccccc3)S(=O)(=O)CCS2(=O)=O)cc1	-2	84	-0.4	-10	2	-1	4	-0.1	-2
CC1CCC(C(C)C)C(OCC(O)CN2CCOCC2)C1 (configuration not stated)	4	84	1.7	-7	-2	1	-1	0.0	6
COc1ccc(OC)c(C(=O)N2CCC(CCC(=O)NC3CC3)CC2)c1	-1	126	0.0	-11	6	5	2	0.3	2
COC(=O)C1=C(C)Nc2ncnn2C1c1ccc(OCc2ccccc2)cc1 (configuration not stated)	-17	112	-0.2	0	8	-7	5	0.2	-5
Cc1ccc(Cn2c(C(C)Nc3nc(-c4ccc(F)cc4)cs3)nc3cc(C(F)(F)F)ccc32)cc1 (configuration not stated)	6	98	-3.7	5	6	-7	0	0.1	1
CCO[C@@H]1OC(C(=O)N2CCCCCCC2)=C[C@H](C2CCCCC2)[C@H]1CCCO	9	111	1.6	-5	-1	6	4	0.2	0
Cc1ccc(S(=O)(=O)n2nc(OC(=O)C3CCCCC3)cc2N)cc1	2	85	-0.4	-1	-1	-1	4	-0.2	-1
CC(CN1CCOCC1)OC(=O)c1ccc(C(C)(C)C)cc1 (configuration not stated)	-11	106	1.4	9	11	8	4	0.2	1

Arranged by molecular weight (smallest number first): part of the list above.
SMILES	EBNA-1 inh	CR mimetic SO	MEX-5 binding	ZTA counter	MCL1 BIM primary	GLD-1 RNA inh	Bcl-xL primary	Efflux pump mplx	Fam108B counter
CC1CCC(C(C)C)C(OCC(O)CN2CCOCC2)C1 (configuration not stated)	4	84	1.7	-7	-2	1	-1	0.0	6
CC(CN1CCOCC1)OC(=O)c1ccc(C(C)(C)C)cc1 (configuration not stated)	-11	106	1.4	9	11	8	4	0.2	1
COC(=O)C1=C(C)OC(N)=C(C#N)C1c1cc(OC)ccc1OC (configuration not stated)	-1	92	1.4	-12	5	3	6	-0.2	1
COc1ccc(OC)c(C(=O)N2CCC(CCC(=O)NC3CC3)CC2)c1	-1	126	0.0	-11	6	5	2	0.3	2
COC(=O)C1=C(C)Nc2ncnn2C1c1ccc(OCc2ccccc2)cc1 (configuration not stated)	-17	112	-0.2	0	8	-7	5	0.2	-5
O=C(COc1ccc2c(C(F)(F)F)cc(=O)oc2c1)NCc1cccs1	4	102	2.5	10	0	7	4	-0.1	0
Cc1ccc(NC(=O)C2=C(c3ccccc3)S(=O)(=O)CCS2(=O)=O)cc1	-2	84	-0.4	-10	2	-1	4	-0.1	-2
CCO[C@@H]1OC(C(=O)N2CCCCCCC2)=C[C@H](C2CCCCC2)[C@H]1CCCO	9	111	1.6	-5	-1	6	4	0.2	0
CCOCCCNC(=S)N1C2CCC1CC(NC(=O)Nc1ccc(C(=O)OCC)cc1)C2 (configuration not stated)	-12	98	2.2	3	7	-10	5	0.3	-8
Cc1nc(-c2nnc(SCC(=O)Nc3cc(C(F)(F)F)cc(C(F)(F)F)c3)n2C)cs1	-11	105	-0.2	-22	8	0	-2	0.1	-2

Next section
SMILES	EBNA-1 inh	CR mimetic SO	MEX-5 binding	ZTA counter	MCL1 BIM primary	GLD-1 RNA inh	Bcl-xL primary	Efflux pump mplx	Fam108B counter
Cc1ccc(CC2C(=O)N(c3cc(C)ccc3C)C(=O)C2C)cc1 (configuration not stated)	-2	97	-0.3	-11	0	1	-4	0.1	-1
COc1ccccc1N1CCN(C(=O)Cn2cnc3c2c(=O)n(C)c(=O)n3C)CC1	-2	91	0.7	4	6	3	-1	0.0	-2
CCCc1cc(C(=O)NC2CCCC2)no1	5	95	0.1	-4	-2	-4	-3	0.2	0
COc1cccc(CNC(=O)C(=O)NCC2OCCCN2S(=O)(=O)c2cc(C)ccc2C)c1 (configuration not stated)	1	97	0.0	0	-1	2	6	-0.7	1
O=C(NN=C1C2CC3CC(C2)CC1C3)c1cccc(S(=O)(=O)N2CCOCC2)c1	7	94	-1.2	6	11	0	5	-0.1	-3
CCSc1nc(-c2ccccc2)c2cc(Cl)ccc2n1	-1	98	-2.4	11	2	-1	5	0.1	2
CCN(CC)c1nc(-c2ccccn2)nc(-c2ccccc2)c1C#N	-8	101	-9.5	5	8	6	11	0.2	2
CCOC(=O)CCc1c(C)nc2c(c(C)nn2C(C)(C)C)c1C	-2	92	-1.3	-3	4	-4	7	0.0	0
COc1cccc(-c2cc(C(F)(F)F)nc(-n3cc(C)cn3)n2)c1	-6	98	-0.3	-6	10	3	4	0.0	0
Cn1nnnc1Sc1ccc(C(=O)O)cc1[N+](=O)[O-]	7	123	-1.6	13	2	4	4	-0.1	-1
COC(=O)c1cc(C)cc(=O)o1	7	111	1.1	10	1	4	4	0.0	0
COC(=O)CNC(=O)COC(=O)c1ccc(OC)c([N+](=O)[O-])c1	3	99	-2.7	-1	0	-4	5	0.1	1
COc1ccc(C(=O)Nc2nnc(S(=O)(=O)N(C)Cc3ccccc3)s2)cc1	-17	92	-2.1	11	1	2	0	0.0	-1
Cc1ccc2nc(NC(=O)C(NS(=O)(=O)c3cccc4nsnc34)C(C)C)sc2c1 (configuration not stated)	2	90	-7.8	1	0	3	0	-0.1	-3
O=C(OCn1nnc2ccccc2c1=O)c1cccnc1	-1	101	-2.3	2	8	-2	14	0.0	1
CCCn1cnc2cc(NC(=O)c3cccs3)ccc21	-12	105	-0.2	-7	-5	0	-4	-0.1	-2
CCN(CC)S(=O)(=O)c1ccc(N)cc1	-6	68	2.2	-9	2	9	7	-0.1	-3
O=C(Nc1ccnn1C1CCN(Cc2cccc(OCCO)c2)CC1)c1cccc(F)c1	10	95	0.0	0	-7	4	6	0.1	-2
Cc1ccc(N/C=C/C(=O)c2ccccc2)cc1C	-9	110	4.0	1	-10	-11	-2	0.6	-1
CC(C)(C)[C@H]1CCC(=O)N([C@H](CSc2ccc(Br)cc2)Cc2ccccc2)CC1	·	78	·	5	11	-4	2	-0.1	·
O=C(NCc1ccco1)C(=O)NCc1ccccc1Cl	-7	118	0.8	-8	-2	4	-1	0.1	3
CCn1c(SCC(=O)NC(=O)c2ccccc2OC)nc2ccccc21	-1	107	-0.3	-2	-6	-1	0	-0.1	1
Cc1nnc2c3ccccc3c(-c3cccs3)nn12	-1	104	-0.7	0	-5	-1	3	0.0	-4
COc1ccccc1/C=C/C(=O)NCc1cccnc1	-14	94	-0.4	-2	15	11	4	-0.3	6
COc1ccc(OC)c(NC(=O)c2ccc(-c3cccs3)cc2)c1	3	97	2.4	0	0	3	-3	0.0	-4
O=c1[nH]c(S)nc2sc3c(c12)CCCC3	14	102	1.7	2	36	2	11	-0.2	1
COc1cccc(/C=C/C(=O)NNC(=O)c2ccco2)c1OC	·	100	·	-24	-6	-5	-6	-0.2	·
CCCc1[nH]nc2c1C(c1ccoc1)C(C#N)=C(N)O2 (configuration not stated)	-2	92	1.7	-8	3	9	-1	-11	3
CC(C)CN(CC(C)C)CC(O)COc1ccc([N+](=O)[O-])cc1 (configuration not stated)	-5	104	-0.8	4	-10	3	0	0.0	4
COc1cccc2c(C)c(C(=O)O)[nH]c12	4	98	-5.7	10	37	9	24	-0.2	9
O=C(Nc1ccc(F)cc1)Nc1cnccn1	13	108	-0.4	-12	4	-6	4	-0.1	-1
CNC(=O)Nc1ccc(S(N)(=O)=O)cc1	-2	112	0.0	1	5	2	6	0.8	0
CN(C)c1nc(-c2cccnc2)nc(-c2ccc(Cl)cc2)c1C#N	-19	107	-0.4	-9	-5	2	3	0.1	-2
N#Cc1nc(-c2ccccc2)oc1NCCN1CCCCC1	2	101	-0.2	12	3	8	5	-0.2	4
Nc1cccc(C(=O)Nc2ccco2)c1	-10	106	0.5	-15	4	1	3	-0.1	8
O=C(CCCl)Nc1nc2c(s1)CCc1ccccc1-2	-2	102	1.2	5	-9	8	-2	0.1	-1
COc1ccc(NS(=O)(=O)c2ccc(O)c(C(=O)OCC(=O)N3CC(C)OC(C)C3)c2)cc1 (configuration not stated)	13	99	-4.1	3	5	-6	6	0.0	2
COc1ccc(NC(=S)N2CCCC(c3nc4ccc(C)cc4[nH]3)C2)c(OC)c1 (configuration not stated)	7	88	-0.7	4	11	3	0	0.1	2
CCOC(=O)c1sc2nc(C)nc(Nc3ccccc3)c2c1C	7	97	-0.5	2	-1	5	0	-0.1	-2
CN(c1ccc(C(=O)NCc2ccncc2)cc1)S(=O)(=O)c1ccc(Cl)cc1	7	103	0.1	-12	12	7	1	0.1	4
O=c1c2cn[nH]c2[nH]c(=S)n1-c1ccccc1Cl	6	104	-1.9	4	-8	2	2	-0.1	-3
C[C@H](NC(=O)c1ccc(Br)cc1)C(=O)NCc1ccc(S(N)(=O)=O)cc1	11	103	-2.8	-7	-1	-5	7	0.1	-2
